# Screening results: PubChem BioAssay, Broad Institute
# SIRT5 block: SIRT5 desuccinylase inhibitors, primary screen, biochemical, fluorescence imaging, single point, set 5; NAD-dependent protein deacylase sirtuin-5, mitochondrial (Homo sapiens), Q9NXA8; Purified SirT5, succinyl-peptide AMC, trypsin-coupled fluorescence; inhibition, % at 15 µM; hit rate 1.1% among 330,000; in the data active means inhibition above about 15%; inconclusive means no clear call, values can overlap the other calls
# ERp5 inh: inhibitors of ERp5-driven insulin aggregation, primary screen, biochemical, turbidity, absorbance 650 nm, single point; Protein disulfide-isomerase A6 (Homo sapiens), Q15084; 90 min; inhibition, % at 9.99 µM; hit rate 0.05% among 350,000; AID 651711, 2012;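 active means mean replicate inhibition above about 25%, with every replicate also reaching it, limit read from the data, passing the limit was not always enough; inconclusive means only one of those two criteria met; inactive means neither criterion met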
# F508del corr: F508del CFTR correction, initial screen, CFBE line, single point; hit rate 0.36% among 350,000; activity (quench increase), % at 7.58 µM; CFBE cells, YFP halide quenching; stimulated with forskolin plus potentiator P3; % fluorescence drop versus neutral controls;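 active means mean added fluorescence quench of at least 8% versus neutral control, with both replicates also reaching 8%; inconclusive means only one of the mean or replicate conditions met; inactive means mean below 8% and not both replicates reaching 8%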;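 further: cells transiently co-express mutant CFTR-F508del with the halide-sensitive YFP; corrector assay measuring rescue of mutant channel to the surface after 24 h compound exposure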
# ERAP1 HTS inh: human ERAP1 aminopeptidase inhibitors, primary screen, biochemical, single point, plate reader | Endoplasmic reticulum aminopeptidase 1 (Homo sapiens), Q9NZ08 | recombinant ERAP1, Leu-AMC fluorescence, 60 min | inhibition, % at 10.7 µM | hit rate 0.15% among 340,000;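 active means mean replicate inhibition of at least 30%, or all replicates individually reaching that 30% level; inactive means mean below 30% and not every replicate reaching it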;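 further: 0% = neutral control wells and 100% = L-leucinethiol positive control wells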
# Target sequence (Q9NZ08 whole entry, looked up): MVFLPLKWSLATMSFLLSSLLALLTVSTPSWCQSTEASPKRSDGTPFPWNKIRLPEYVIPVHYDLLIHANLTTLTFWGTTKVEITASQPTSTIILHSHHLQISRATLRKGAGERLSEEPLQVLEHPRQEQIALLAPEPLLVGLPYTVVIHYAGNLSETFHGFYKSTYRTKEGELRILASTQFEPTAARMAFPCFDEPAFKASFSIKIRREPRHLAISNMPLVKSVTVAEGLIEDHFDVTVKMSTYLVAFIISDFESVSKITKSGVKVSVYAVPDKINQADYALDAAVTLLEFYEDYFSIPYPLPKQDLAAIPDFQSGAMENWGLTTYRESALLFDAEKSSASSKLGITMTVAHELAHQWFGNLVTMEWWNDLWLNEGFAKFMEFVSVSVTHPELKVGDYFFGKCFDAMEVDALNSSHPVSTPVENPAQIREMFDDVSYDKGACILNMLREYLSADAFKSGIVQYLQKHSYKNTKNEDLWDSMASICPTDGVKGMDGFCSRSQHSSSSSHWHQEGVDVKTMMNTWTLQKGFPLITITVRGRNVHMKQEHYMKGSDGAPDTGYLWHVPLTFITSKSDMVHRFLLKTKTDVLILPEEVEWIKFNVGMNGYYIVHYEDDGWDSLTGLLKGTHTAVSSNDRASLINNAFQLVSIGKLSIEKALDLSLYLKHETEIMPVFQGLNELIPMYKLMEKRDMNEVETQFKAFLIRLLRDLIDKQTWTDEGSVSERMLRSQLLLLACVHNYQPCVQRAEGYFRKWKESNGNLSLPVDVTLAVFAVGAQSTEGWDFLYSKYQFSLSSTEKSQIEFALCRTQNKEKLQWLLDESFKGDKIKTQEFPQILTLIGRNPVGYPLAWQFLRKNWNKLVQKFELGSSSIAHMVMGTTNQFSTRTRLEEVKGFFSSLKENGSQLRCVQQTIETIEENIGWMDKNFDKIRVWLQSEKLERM
# Casp6 inh: human caspase-6 inhibitors, primary screen, biochemical, VEID-R110 fluorescence, single point, set 2. hit rate 0.53% among 350,000. purified caspase-6, Z-VEID-R110 cleavage fluorescence. inhibition, % at 12.5 µM;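 active means mean inhibition across replicates at least about 35%, with every replicate also reaching that limit, limit read from the data; inconclusive means only one of the two criteria met; inactive means neither criterion met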;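 further: 0% = median of neutral control wells and 100% = no fluorescence left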
# DENV2 CPE rescue: inhibitors of DENV2 cytopathic effect, primary screen, cell-based, plate reader, single concentration; hit rate 1.7% among 350,000; DENV2-infected cells, cytopathic effect rescue; CPE inhibition, % at 9.99 µM; in the data active means CPE inhibition above about 20%, passing the limit was not always enough; inconclusive means no clear call, values can overlap the other calls; tested in BHK-21 cells;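 further: 0% = median of neutral control wells and 100% = median of positive control wells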
# miR-122 sensor: miR-122 Renilla sensor signal increase in Huh7, primary screen, miR-122 inhibitor project, cell-based, single point, plate reader; activation (reporter increase), % at 12.5 µM; Huh7 miR-122 Renilla luciferase sensor, 48 h; neutral wells = 0, positive control = 100; hit rate 0.3% among 340,000;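 active means mean replicate activation score at least 90 and every replicate individually at or above 90; inconclusive means only one of the two criteria met; inactive means neither criterion met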;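 further: higher luciferase means less miR-122 activity so hits act as miR-122 inhibitors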
# * marks the source's active call; other numbers are inactive results; u = inconclusive; x = no result given; & = joins results of further samples; [ ] = remark or other dose.
SMILES,SIRT5 block,ERp5 inh,F508del corr,ERAP1 HTS inh,Casp6 inh,DENV2 CPE rescue,miR-122 sensor
N/C(=N\OC(=O)CCc1ccccc1)c1cccnc1,-1,7,x,1,-1,-5,x
Cc1noc(C)c1S(=O)(=O)Nc1ccc2c(c1)C(=O)N([C@@H](C)CO)C[C@@H](C)[C@@H](CN(C)C(=O)Nc1ccc(C(F)(F)F)cc1)OCCCC[C@H](C)O2,10,3,2.4,3,1,1,-7[16.7 µM]
Cn1cccc1Cc1nnc(SCC(=O)Nc2nccs2)n1C,-1,-3,-1.0,2,5,-1,-5
COc1ccc(C(=O)C2CCCN(Cc3sc(N4CCCC4)nc3Cl)C2)c(OC)c1 (stereo not drawn),0,0,3.2,-3,3,0,x
C/C(=N\OC(=O)c1ccccc1)c1c(C)nc2cc(C)ccn12,-3,-6,2.0,0,-3,15,-2
CCCNC(=O)N1C[C@H](C)[C@@H](OC)CN(C)C(=O)c2ccc(NC(=O)CC)cc2OC[C@H]1C,-2,3,-1.0,-7,1,4,x
CSc1nc(N2CCOCC2)cc(N2CCOCC2)n1,-2,2,-0.4,-2,-3,1,x
CCN1[C@@H]2c3ccc(-c4ccccc4)c(=O)n3C[C@H]1[C@H](CO)[C@H]2C(=O)NC1CCC1,-12,-4,-3.7,0,-3,3,7[16.7 µM]
O=S(=O)(NCC1CCCO1)c1ccc(S(=O)(=O)N(Cc2ccc(F)cc2)C2CCCCC2)cc1 (stereo not drawn),3,-4,1.8,3,-5,-2,-1
O=CN1Cc2ccccc2-c2ccccc2C1,-2,2,1.0,3,1,-2,-2
COC(=O)c1ccc(OCC(O)CN2CCN(C(=O)c3ccco3)CC2)c(OC)c1 (stereo not drawn),-10,-13,-3.3,2,0,-4,-4
O=C(/C=C/c1ccc(OC(F)F)cc1)OCC(=O)N1CCC(c2ccccc2)=N1,-9,-1,-2.6,1,4,-7,x
Cc1noc(C)c1NC(=O)N[C@H]1CC[C@H](CCNC(=O)C2CCCC2)O[C@@H]1CO,2,-6,-1.9,0,-2,20*,-11[16.7 µM]
O=C(Nc1ccn(CCCN2CCC(N3CCOCC3)CC2)c(=O)n1)OCc1ccccc1,-6,-8,-2.9,-2,-5,-9,1
CCC(=O)N1CC2(C1)[C@@H](c1ccc(-c3cccc(C)c3)cc1)[C@H](CO)N2S(C)(=O)=O,-3,2,1.3,-2,0,-4,x
O=C(c1ccc(CNS(=O)(=O)c2ccc(Br)cc2)cc1)N1CCCCCC1,-2,8,0.4,-2,3,-2,16
COc1cc(C(=O)NCCN2CCOCC2)cc(OC)c1OC,-6,0,-6.2,8,-3,x,-1
O=C1C2C3C=CC(CC3)C2C(=O)N1/N=C/c1ccco1 (stereo not drawn),-3,5,0.2,-3,-2,6,x
Cc1ccnc(NC(=O)c2cnc(Cl)c(Cl)c2)c1,6,-3,0.2,18,-2,0,x
Cc1noc(C)c1NC(=O)N(C)C[C@H]1Oc2ccc(NC(=O)Cc3cn(C)c4ccccc34)cc2C(=O)N([C@@H](C)CO)C[C@H]1C,10,-2,2.8,-6,-1,-4,-2[16.7 µM]
CCN(C(=O)COC(=O)c1cc(-c2ccccc2)nc2c1c(C)nn2-c1ccccc1)C1CCS(=O)(=O)C1 (stereo not drawn),-10,-6,-1.2,-1,-6,-8,x
COc1ccc(NC(=O)COC(=O)c2ccc(S(=O)(=O)N3CCCC3)cc2)cc1OC,-6,-12,3.4,-2,-3,-5,x
O=C(COC(=O)CNC(=O)c1ccccc1)Nc1nc(-c2ccccc2)cs1,0,0,-0.5,6,0,2,-2
Cc1ccc(CCC(=O)Nc2cc(Cl)ccc2Cl)o1,-4,2,3.4,-2,0,4,x
CO[C@H]1CN(C)C(=O)c2cc(NS(=O)(=O)CC(F)(F)F)ccc2OC[C@@H](C)N(Cc2nccs2)C[C@H]1C,1,-1,0.0,x,x,17,x
CCN(C(=O)CN1C(=O)NC2(CCCC2)C1=O)c1nc2c(C)cccc2s1,-8,-4,2.2,-1,6,11,1
CCOc1ccc(/C=N/Nc2cc(C)nc(N3CCOCC3)n2)cc1,-1,-3,3.7,2,-2,1,x
O=C(Nc1cc(S(=O)(=O)N2CCCCC2)ccc1O)c1ccccc1NS(=O)(=O)c1ccc(F)c(F)c1,4,0,x,-3,10,3,5
C=CCn1c(Oc2ccc(C=O)cc2OCC)nc2c1c(=O)n(C)c(=O)n2C,-4,2,1.7,4,3,-7,-5
COc1ccccc1C(=O)NCC(=O)NCCC(c1ccccc1)c1ccccc1,1,2,-3.3,0,-1,12,-5
CC1CC(C)(C)CC2(C1)NC(=O)N(CC(=O)Nc1ccc3[nH]c(=O)[nH]c3c1)C2=O (stereo not drawn),0,-8,1.1,-1,-38,-3,-8
Cc1ccn2c(Nc3ccccc3)c(-c3ccccn3)nc2c1,-7,-3,-3.0,0,-3,-1,11
O=C(CNC(=O)c1ccc2c(c1)OCO2)N/N=C/c1cc(Br)ccc1O,-7,2,-0.6,-4,-2,-3,3
C[C@H]1CN([C@@H](C)CO)C(=O)Cc2cc(N(C)C)ccc2O[C@@H]1CN(C)Cc1ccc(C(=O)O)cc1,0,0,-1.3,6,-6,x,4[16.7 µM]
Cc1cc(C)cc(NC(=O)CCn2cnc3cc(C)c(C)cc32)c1,-4,-1,-0.2,-1,0,11,x
CS(=O)(=O)N1CCC(Oc2ccccc2C(=O)NC(C2CC2)C2CC2)CC1,0,4,1.2,1,-1,1,x
Cc1cc(C)nc(NC(=O)C2c3ccccc3Oc3ccccc32)n1,3,-1,3.1,0,6,0,-6
COc1ccc(NC(=O)COC(=O)c2c(NC(C)=O)sc(C)c2C)cc1,-2,5,-4.6,0,-3,9,-6
Cc1cc(N=NC(=O)c2ccccc2)ccc1O,-13,4,0.1,-1,2,2,x
N#C[C@@H]1[C@@H](c2ccc(C#CC3CC3)cc2)[C@H](CO)N1C(=O)c1cccc(F)c1,1,-3,4.2,0,-1,3,x
OCCNc1nc2ccccc2n1CC(O)c1ccccc1 (stereo not drawn),-1,-3,2.9,4,-1,-1,x
CC1CCCN(CC(=O)NNC(=O)COc2ccc(Br)cc2)C1 (stereo not drawn),0,2,-2.9,-4,0,-7,x
COCC(=O)N1CC[C@@H]2[C@H](CO)Nc3ccc(-c4ccc(C(=O)N(C)C)cc4)cc3[C@@H]21,-2,3,-1.4,-2,1,-8,-3[16.7 µM]
COc1ccc(NC(=O)N(C)C[C@@H]2Oc3ccc(NC(=O)NC4CCCCC4)cc3C(=O)N([C@H](C)CO)C[C@@H]2C)cc1,-4,-3,-2.6,3,1,-7,-10[16.7 µM]
COc1cc(-n2c(=O)c3ccccc3n(CC(=O)c3ccc(Br)cc3)c2=O)cc(OC)c1OC,-2,4,-0.2,-4,0,-9,0
O=C(c1cccc(F)c1)N1CCCCN2[C@H](C1)[C@@H](c1ccc(-c3ccc(F)cc3)cc1)[C@@H]2CO,11,8,0.3,-2,0,-1,-4[16.7 µM]
CCCNC(=O)C1(C)CCCN(Cc2cc3ccccc3o2)C1 (stereo not drawn),-2,-1,0.3,-4,-1,-4,0
COCC(=O)Nc1ccc2c(c1)C(=O)N(C)C[C@@H](OC)[C@H](C)CN(CC1CCCCC1)[C@H](C)CO2,0,-1,-0.8,-2,-2,x,-1[16.7 µM]
C[C@H](CO)N1C[C@H](C)[C@H](CN(C)C)Oc2ccc(NC(=O)Nc3ccc(C(F)(F)F)cc3)cc2CC1=O,0,-3,-0.8,-3,1,0,-1[16.7 µM]
O=S(=O)(Oc1ccc(C(=S)N2CCOCC2)cc1)c1ccc(Cl)cc1,-3,0,0.6,1,1,1,-4

# (next part)
SMILES,SIRT5 block,ERp5 inh,F508del corr,ERAP1 HTS inh,Casp6 inh,DENV2 CPE rescue,miR-122 sensor
Cc1nc(SCCc2nc3ccccc3[nH]2)c2oc3ccccc3c2n1,x,0,-2.8,x,3,2,-4
C[C@H](CO)N1C[C@H](C)[C@H](CN(C)Cc2ccc(Cl)c(Cl)c2)Oc2ccc(NS(C)(=O)=O)cc2C1=O,1,0,0.7,2,-3,-1,-6[16.7 µM]
CC(C)(C)C(=O)COC(=O)c1cc(S(=O)(=O)N2CCCCC2)ccc1N1CCOCC1,-2,0,-3.0,0,13,-2,x
O=C(Cn1cncn1)N/N=C/c1ccncc1,-7,2,0.2,0,1,-6,x
O=C(NCC(F)(F)F)c1ccc2sc([C@H]3C[C@H](O)[C@@H](CO)O3)nc2c1,-1,3,4.1,-1,-2,-11,2
Cc1cc(Nc2cc(Cl)cc(Cl)c2)nc(N)n1,-4,9,0.4,-2,0,2,x
COc1ccc(S(=O)(=O)N(C)C[C@@H]2Oc3ccc(NC(=O)Nc4c(C)noc4C)cc3CC(=O)N([C@@H](C)CO)C[C@@H]2C)cc1,0,-2,-2.0,0,0,5,-2[16.7 µM]
CCN=C1NN=C(c2c[nH]c3ccccc23)CS1,-3,-4,-2.7,-4,1,0,x
C=CCn1c(SCC(=C)C)nc2c1c(=O)[nH]c(=O)n2C,-2,0,-4.7,4,1,-2,-10
C(=N\n1cnnc1)/C1CCCCC1,-1,-2,x,0,1,x,x
COc1cccc(NC(=O)C[C@@H]2CC[C@H]3[C@H](COc4ccc(NC(=O)C5CC5)cc4C(=O)N3C)O2)c1,-4,-9,-2.9,0,0,4,-4[16.7 µM]
CCOC(=O)c1ccc(NC(=O)CCCN2C(=O)NC3(CCCC3)C2=O)cc1,-2,0,-1.0,1,-6,3,4
CCN(CC(=O)NCc1ccc(Cl)cc1)C(=O)NCc1ccc(Cl)cc1,0,3,-1.6,-6,-5,-4,-2
COc1ccc(NC(=O)CCNC(=O)c2ccc([N+](=O)[O-])cc2)cc1S(=O)(=O)N1CCOCC1,9,4,0.2,9,4,-3,-3
[O-][n+]1ccccc1SC/C=C/c1ccccc1,-2,-1,-3.9,2,-1,-5,x
CO[C@@H]1CN(C)C(=O)c2cc(NC(=O)CC(F)(F)F)ccc2OC[C@H](C)N(CC2CC2)C[C@@H]1C,8,3,-3.8,-1,2,-2,x
Cc1ccc(Cl)cc1N1CCN(C(=O)Cc2c(C(=O)O)[nH]c3ccc(Cl)cc23)CC1,0,-1,-1.2,-2,12,-6,6
O=C(NC1CC1)C1=C[C@@H](c2ccccc2)C[C@@H](OCc2ccc(CO)cc2)O1,x,4,-1.1,x,-5,u,-9
O=C(COc1ccccc1)Nc1ccncc1,1,5,0.2,-2,x,-1,x
COc1ccc(N2CCN(CCNC(=O)c3ccc4nc5ccccc5c(=O)n4c3)CC2)cc1,-4,-1,0.0,-4,1,-3,x

# Record cards, from the list above. Screens in order: SIRT5 block	ERp5 inh	F508del corr	ERAP1 HTS inh	Casp6 inh	DENV2 CPE rescue	miR-122 sensor
# C[C@H](CO)N1C[C@H](C)[C@H](CN(C)C)Oc2ccc(NC(=O)Nc3ccc(C(F)(F)F)cc3)cc2CC1=O across the screens: 0	-3	-0.8	-3	1	0	-1[16.7 µM]
# C[C@H]1CN([C@@H](C)CO)C(=O)Cc2cc(N(C)C)ccc2O[C@@H]1CN(C)Cc1ccc(C(=O)O)cc1 across the screens: 0	0	-1.3	6	-6	x	4[16.7 µM]

# (continued)
SMILES,SIRT5 block,ERp5 inh,F508del corr,ERAP1 HTS inh,Casp6 inh,DENV2 CPE rescue,miR-122 sensor
O=C(c1ccccc1F)N1C[C@H]2[C@@H](c3ccccc31)[C@H](CO)N2C(=O)c1ccc(F)cc1,2,0,-0.7,0,4,u,44[16.7 µM]
CC(C)Oc1cc(F)ccc1-c1cc(C(=O)NCc2cccs2)[nH]n1,13,0,3.0,4,6,1,1
C[C@@H]1CN([C@@H](C)CO)C(=O)CCCn2nncc2CO[C@@H]1CN(C)S(=O)(=O)c1cn(C)cn1,-8&-2,0&-1,2.2&-3.1,0&0,2&2,-11&2,9
COc1ccc(-c2cc(C)no2)cc1S(=O)(=O)NCCCN(C)Cc1ccccc1,-2,-7,1.1,-8,-50,9,27
